# Screening results: PubChem BioAssay, National Center for Advancing Translational Sciences (NCATS)
# SMN2 splice enh = increases expression of the SMN2 splice variant; HEK293 SMN2-luciferase splicing reporter, luminescence, 30-36 h; AID 1458; Potency, µM (doses to about 46.1 µM), for the others: top-dose activity change, positive = activation, actives largely listed as activators; hit rate 2.8% among 210,000; further: % of control where 0% means no effect; nearly all actives have a fitted effect of over 55% in size
#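 HEK293 cells carry an SMN2 […]–luciferase reporter in which exon 7 inclusion puts luciferase in frame. Cells were plated 10-12 h before compound addition, then incubated 30-36 h at 37C. ONE-Glo luminescence was read; sodium butyrate at 4.5 mM final served as control.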
# Tau fibril ThT = tau fibrillization inhibition (ThT binding); P10636; recombinant tau K18 P301L (four-repeat tau fragment), heparin-induced fibrillization, ThT fluorescence; Potency, µM (top dose mostly 57.4 µM), for inactives: at the highest dose activity, negative = inhibition, most hits filed as inhibitors; hit rate 2.1% among 270,000; AID 1460; further: on the % scale 0 is the no-effect control and ±100 the full control effect; nearly all actives have a fitted effect of over 55% in size
# Target sequence (P10636 561-689 P618L limits assumed): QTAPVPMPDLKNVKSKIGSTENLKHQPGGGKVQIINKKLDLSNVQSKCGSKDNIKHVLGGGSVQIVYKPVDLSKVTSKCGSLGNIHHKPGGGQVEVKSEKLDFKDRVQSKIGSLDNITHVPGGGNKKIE
#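 Aggregation was driven by heparin (20 uM final) acting on recombinant tau […] bearing P301L in 100 mM sodium acetate pH 7; fibrils were detected with Thioflavin T.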
# RECQ1 inh = blocks DNA unwinding by human RECQ1 | hit rate 0.54% among 240,000 | Potency, µM (highest dose often 57.3 µM), without a hit: at the top dose activity, negative = inhibition, most hits filed as inhibitors | RECQ1 DNA unwinding, red fluorescence kinetic read | P46063;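 further: plate controls were vehicle for no effect and no enzyme for full effect; nearly all actives have a fitted effect of over 30% in size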
#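 50 nM RECQ1T1 preincubated 15 min with compound in Tris pH 8.0 buffer with MgCl2, DTT, Tween-20 and 2.5 ug/ml poly(dI-dC); started with 200 nM TAMRA/BHQ-2 forked duplex and 2 mM ATP. Unwinding read as fluorescence (525/598 nm), two reads 2 h apart.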
# KDM4E inh = JMJD2E (human) inhibition; hit rate 1.6% among 230,000; AID 2147; Potency, µM (titrated, usually from 57.1 µM), inactives show top-dose activity change, negative = inhibition, actives largely listed as inhibitors; JMJD2E catalytic domain, FDH-coupled NADH fluorescence (FDH is formaldehyde dehydrogenase); active means well fitted inhibition curve with a large enough effect, not every such curve was filed as active; inconclusive means small, poorly fitted or top-dose-only effect, or another doubt; inactive means no such curve, though single readings can be large or run the other way;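 further: 0% = wells with enzyme and -100% = buffer wells without enzyme; nearly all actives have a fitted effect of over 50% in size; many of its hits are not listed in these tables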
# KinaseGlo FLuc = counter-screen: inhibitors of Kinase-Glo firefly luciferase. Q27757. Kinase-Glo luciferase, ATP luminescence, 8 min. Potency, µM (series often up to 38.3 µM), without a hit: at the highest dose activity change, negative = inhibition, usual class: inhibitors. hit rate 0.28% among 200,000. AID 1379; further: on the % scale 0 is the no-effect control and ±100 the full control effect; nearly all actives have a fitted effect of over 60% in size
#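 Compounds were added to a substrate mix at pH 7.2 (50 mM imidazole, 10 uM ATP, within the enzyme's linear range), followed by Kinase-Glo detection reagent; luminescence was measured after 8 minutes at ambient temperature.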
# L3MBTL1 inh = inhibitors of human L3MBTL1; AlphaScreen L3MBTL1–H3K9me1 peptide binding; Potency, µM (highest dose often 57.1 µM), inactives show top-dose activity, negative = inhibition, hits mostly inhibitors; hit rate 0.66% among 230,000; further: on the % scale 0 is the no-effect control and ±100 the full control effect; nearly all actives have a fitted effect of over 60% in size
# Target sequence (Q9Y468 whole entry, looked up): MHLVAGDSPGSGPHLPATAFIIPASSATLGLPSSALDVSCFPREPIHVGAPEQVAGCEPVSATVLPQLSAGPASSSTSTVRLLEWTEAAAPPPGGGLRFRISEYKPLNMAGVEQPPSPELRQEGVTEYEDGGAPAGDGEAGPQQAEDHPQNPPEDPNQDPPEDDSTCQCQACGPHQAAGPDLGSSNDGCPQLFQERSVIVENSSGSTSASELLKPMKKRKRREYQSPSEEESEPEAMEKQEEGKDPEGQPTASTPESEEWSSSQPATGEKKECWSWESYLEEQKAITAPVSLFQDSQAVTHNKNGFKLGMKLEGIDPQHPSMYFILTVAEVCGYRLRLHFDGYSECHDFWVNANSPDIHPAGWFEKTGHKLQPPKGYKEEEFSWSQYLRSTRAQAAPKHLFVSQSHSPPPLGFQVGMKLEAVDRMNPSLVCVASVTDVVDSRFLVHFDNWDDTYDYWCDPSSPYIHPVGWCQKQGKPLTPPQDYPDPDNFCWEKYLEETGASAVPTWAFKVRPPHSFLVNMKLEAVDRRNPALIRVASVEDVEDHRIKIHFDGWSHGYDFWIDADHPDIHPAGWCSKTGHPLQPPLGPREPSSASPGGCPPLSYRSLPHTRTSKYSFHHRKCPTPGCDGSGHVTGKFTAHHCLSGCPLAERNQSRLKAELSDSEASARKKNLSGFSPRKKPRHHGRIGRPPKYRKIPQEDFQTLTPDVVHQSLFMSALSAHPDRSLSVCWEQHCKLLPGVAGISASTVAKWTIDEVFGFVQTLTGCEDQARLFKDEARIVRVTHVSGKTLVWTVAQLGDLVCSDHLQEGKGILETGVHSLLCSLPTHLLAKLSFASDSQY
#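 L3MBTL1 50 nM + b-AHA-H3(1-15)K9me1 75 nM, 30 min RT; compound added, 30 min RT; streptavidin donor/Ni-chelate acceptor beads 10 ug/mL each final, 30 min RT dark; AlphaScreen read.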
# Lamin A splicing = LMNA splicing modulation; hit rate 0.01% among 200,000; Potency, µM (doses to about 46.1 µM), inactives show at the top dose ratio change, negative = inhibition, usual class: inhibitors; AID 1487; HeLa LMNA splicing GFP/RFP minigene ratio, 48 h; active means well fitted inhibition curve with a large enough effect in the signal ratio, with a control signal flat, not every such curve was filed as active; inconclusive means small, poorly fitted or top-dose-only effect, or effect the other way, or a change in a side signal; the % refers to the signal ratio; further: on the % scale 0 is the no-effect control and ±100 the full control effect
#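 Read-out is the ratio of GFP to DsRed2 object intensity, acquired by 488 nm laser-scanning cytometry on HeLa lamin A-EGFP minigene reporter cells. Compound incubation 48 hrs at 37 °C in Opti-MEM with 2% FBS; DMSO 0.5% final.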
# ALDH1A1 block = ALDH1A1 (human) enzyme inhibition. P00352. hit rate 7.3% among 220,000. Purified ALDH1A1, NADH fluorescence, propionaldehyde substrate. AID 1030. Potency, µM (titrated, usually from 75.3 µM), for the others: top-dose activity, negative = inhibition, actives largely listed as inhibitors; active means well fitted inhibition curve with a large enough effect, not every such curve was filed as active; inconclusive means small, poorly fitted or top-dose-only effect, or another doubt; inactive means no such curve, though single readings can be large or run the other way;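 further: plate controls were no enzyme wells and a reference inhibitor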
# Starred values were filed as active, the others as inactive; i = inactive; ? = inconclusive; · = no result given; [ ] = remark or other dose. Unless noted, the call rests on the fitted dose curve; in most records, active means well fitted curve in the direction sought with a large enough effect; inconclusive means small, poorly fitted or top-dose-only effect, or another doubt; inactive means no such curve, though single readings can be large; an effect the other way counts as inactive or inconclusive. Potency means the concentration at half of the fitted maximal effect.
SMILES,SMN2 splice enh,Tau fibril ThT,RECQ1 inh,KDM4E inh,KinaseGlo FLuc,L3MBTL1 inh,Lamin A splicing,ALDH1A1 block
COCCOC(=O)c1cc(C(=O)c2cc(Cl)ccc2O)coc1=N,-3.3%,-17.1%,-4.0%,9.4%,5.2%,·,-24.2%[46 µM],11.2%
CCOC(=O)C(=O)Nc1ccccc1C(=O)OCC,·,-5.6%,25.5%,-4.6%,-4.0%,3.7%,8.3%[46 µM],-11.7%
O=C(COC(=O)c1ccccc1Br)Nc1cc(S(=O)(=O)N2CCOCC2)ccc1N1CCCC1,-4.7%,-3.6%,i,-11.7%,-1.0%,-20.6%,?,-9.5%
Cc1ccc2cc3c(NC(=O)C4CCCO4)nn(CC(C)C)c3nc2c1 (stereo not given),-9.1%,-4.3%,i,?,-4.7%,·,-6.2%,?
COc1cccc(-c2noc(CCC(=O)NCC3CCCO3)n2)c1 (stereo not given),0.4%,-7.2%,-13.8%,3.4%,3.5%,-5.6%,·,5.1%
C=CSc1sc(Cl)c(N2CCOCC2)c1[N+](=O)[O-],-16.7%,14.1µM*,-7.6%,3.0%,2.3%,-21.0%,·,?
COCCCn1c(=O)/c(=C\c2ccccc2OC(F)F)s/c1=C(/C#N)C(=O)NC(C)C,8.5%,-2.1%,?,10.8%,-0.1%,-0.8%,-2.5%,?
CC(=O)Nc1ccc(N2C(=O)c3ccc(C(=O)Nc4nnc(SCc5ccc(F)cc5)s4)cc3C2=O)cc1,8.7%,?,-0.1%,3.3%,1.2%,-4.8%[11.4 µM],-17.0%[46 µM],2.2%
Cc1ccccc1C(=O)N1CCC(C(=O)Nc2ccc3c(c2)OCO3)CC1,-5.9%[1.84 µM],-8.9%,-0.6%,3.6%,2.4%,4.3%,-10.4%,-17.7%
COc1ccc(NC(=O)CC(CC(=O)O)c2cc(OC)c(OC)c(OC)c2)cc1 (stereo not given),·,-4.7%,-13.5%,-5.2%,·,11.2%,·,·
CCC(C)NC(=O)CSc1c2c(nc3ccccc13)CCCC2 (stereo not given),-11.4%,-9.5%,-0.7%,7.1%,1.4%,·,?,-4.2%
O=C(N/N=C/c1cn(-c2ccccc2)nc1-c1ccc(F)cc1)c1ccc2c(c1)OCO2,7.7%,?,-8.1%,-3.6%,-0.2%,-2.5%,9.1%[0.0737 µM],?
Cn1nnnc1NCc1c(F)cccc1Cl,23.5%,10.5%,-6.4%,8.3%,2.6%,·,-1.7%,7.9%
COc1ccc(S(=O)(=O)NCc2csc(C)n2)cc1,-23.6%,5.9%,-8.2%,5.9%,3.7%,6.0%,?,6.6%
S=c1[nH]nc(-c2ccc(Cl)cc2)n1-c1cccnc1,·,-2.3%,-5.1%,-1.3%,·,-0.9%,·,·
COc1ccc(O[C@H]2C=C[C@@H](c3ccccc3)O[C@@H]2CO/N=C/C[C@@H]2C=C[C@H](OC(C)=O)[C@@H](COC(C)=O)O2)cc1,-67.0%[inhibitor],?,-8.3%,6.1%,14.3%,-6.3%,?,?
CCOc1ccc(OCCOc2ncnc3ccccc23)cc1,13.2%,-15.2%,-13.5%,7.8%,-0.4%,3.2%,5.2%,-1.4%
Nc1cccnc1Sc1cc(Cl)c(Cl)cc1Cl,-33.9%[inhibitor],-21.9%,-0.1%,?,1.6%,·,22.5%,?
Cc1ccc(Sc2ccncc2S(N)(=O)=O)cc1,-9.5%,-1.9%,-0.5%,3.3%,-3.4%,4.6%,?,6.4%
CC(=O)Nc1ccc(NC(=O)CCCCCN2C(=O)c3ccccc3C2=O)cc1,-11.3%,-11.3%,-5.9%,3.2%,17.4%,·,12.9%,0.7%
COc1ccc2c(c1)c(=O)oc1cc(OCC(=O)N3CCCC(C)C3)ccc12 (stereo not given),-35.1%[inhibitor],?,i,?,-2.2%,-4.6%,?,?
COc1ccc(-c2ccc(=O)n(CC(=O)NCc3ccco3)n2)cc1,-1.6%,-6.4%,-9.2%,-1.6%,0.6%,-9.7%,7.5%,6.6%
O=C(Nc1ccc2oc(-c3ccccc3)nc2c1)c1ccco1,12.6µM*,-5.0%,-2.3%,?,-0.7%,-15.9%,?,-3.9%
COc1cc(NC(=O)c2ccccc2Cl)c(OC)cc1NC(=O)CN1CCOCC1,-25.2%,-15.1%,i,0.3%,0.8%,-1.9%,3.4%,-8.2%
COc1cc(CNC2CCCC2)cc(OC)c1,-13.2%,-1.5%,2.1%,-18.8%,3.9%,-2.6%,-1.3%,?

# Looked up above.
# Under RECQ1 inh, CCOC(=O)C(=O)Nc1ccccc1C(=O)OCC is entered as 25.5%
# Under RECQ1 inh, CC(=O)Nc1ccc(N2C(=O)c3ccc(C(=O)Nc4nnc(SCc5ccc(F)cc5)s4)cc3C2=O)cc1 is entered as -0.1%

# (more compounds)
SMILES,SMN2 splice enh,Tau fibril ThT,RECQ1 inh,KDM4E inh,KinaseGlo FLuc,L3MBTL1 inh,Lamin A splicing,ALDH1A1 block
CCCn1c(=O)c(C(=O)N/N=C/c2ccccc2F)c(O)c2ccccc21,12.6µM*,-5.3%,-5.0%,-75.7%,-1.2%,19.5%,?,17.9%
O=C(c1cc2sccc2n1Cc1ccccc1)N1CCc2ccccc21,-17.4%,-5.5%,-6.4%,-28.6%,1.3%,1.0%,8.1%,-12.0%
COc1cccc2c(=O)c3c(cnn3C)n(C)c12,-1.5%,-12.9%,-10.0%,?,-3.2%,4.9%,-4.5%,?
CC(C)(C)C(=O)NC(=S)Nc1sc2c(c1C#N)CCCCC2,-12.5%,?,-4.4%,-0.6%,1.3%,-12.9%,-7.8%,22.4µM*
CC(C)=CCn1cnc2c1c(=O)n(C)c(=O)n2C,1.3%,2.2%,-2.1%,7.1%,-0.2%,·,·,2.6%
Cc1cc(C)n2nc(SCC(=O)N(C)Cc3ccccc3)nc2n1,-19.2%,4.4%,0.1%,-6.6%,1.2%,-15.3%[11.4 µM],2.6%,-2.5%
Cc1ccc(C2(c3noc(CN(C)CCO)n3)CCCC2)cc1,·,-5.1%,-9.4%,8.1%,-1.1%,-0.7%,11.3%[46 µM],3.1%
Cc1ccc(-c2csc3ncnc(-n4cnc5ccccc54)c23)cc1,·,-6.8%,-5.3%,-0.7%,·,-10.8%,?,?
CCOCC(=O)Nc1ncc(S(=O)(=O)c2ccc([N+](=O)[O-])cc2)s1,7.4%,-7.4%,0.0%,4.4%,0.1%,-1.9%,-5.6%[46 µM],3.55µM*
CCN1CC2=C(OC(N)=C(C#N)C2c2cccs2)/C(=C/c2cccs2)C1 (stereo not given),2.0%,15.8µM*,-13.8%,14.1µM*,-2.5%,-17.5%,10.5%,17.8µM*
COC(=O)[C@@]1(Cc2ccc(OC)cc2)[C@H]2c3cc(C(=O)N(C)C)n(Cc4ccc(C(F)(F)F)nc4)c3C[C@H]2CN1C(=O)c1ccccc1,-10.8%,?,-3.0%,-9.7%,-3.3%,·,·,-17.1%
O=C(Cc1ccc(Cl)cc1)Nc1ccncc1,·,-8.8%,0.4%,-2.5%,-0.9%,1.5%,?,10.2%
CC(=O)Nc1ccc(Nc2cc(C)nc3c(-c4ccccc4)cnn23)cc1,-32.6%[inhibitor],?,-16.9%,?,2.1%,27.1%,?,?
Cc1ccccc1-c1ncc(CN2CCC(CO)(CCCc3ccccc3)CC2)cn1,·,-8.3%,i,5.9%,·,3.0%,·,?
Nc1nc2ccccc2n1C(=O)c1ccccc1,1.58µM*,5.8%,i,-5.6%,11.2µM*,15.5%,·,2.7%
COCc1cc(CN2CCN(C)CC2)c(O)c2ncccc12,-64.0%[inhibitor],?,5.3%,0.3%,0.8%,·,-24.3%,-14.7%
C=CCn1c(SCc2nc3ccccc3c(=O)[nH]2)nc2scc(C3CC3)c2c1=O,·,-15.5%,-1.5%,4.2%,·,?,·,?
CC1CN(C(=O)c2scc3c2OCCO3)CC(C)O1 (stereo not given),-1.5%,3.7%,-2.9%,4.5%,-1.1%,18.1%[11.4 µM],4.0%,8.8%
Cc1ccccc1OCc1nnc(SCc2cc(=O)[nH]c3ccccc23)n1-c1ccccc1,-11.2%,-10.8%,3.3%,-1.8%,-0.1%,-4.3%,-8.7%,-2.9%
NC(=O)C1CCN(c2nc(C3CC3)nc3c2nnn3Cc2ccccc2Cl)CC1,-23.2%,15.3%,-1.4%,-10.3%,-0.2%,44.1%[activator],7.7%,-13.1%
CCCn1c(SCC(=O)NCC2CCCO2)nc2c1c(=O)n(C)c(=O)n2C (stereo not given),1.4%,-7.4%,?,-1.4%,-0.4%,5.8%,?,1.2%
O=C(Nc1ccc(F)cc1)c1ccc(CSc2ccc(Cl)cc2)o1,·,-13.7%,-3.7%,-10.4%,·,19.8%,·,-7.9%
C=CCc1ccccc1OCC(=O)OCCNC(=O)c1cccnc1,6.8%,-9.2%,-11.5%,2.6%,-4.9%,6.2%,-7.8%,10.2%

# Profiles, looked up by structure. Order of screens: SMN2 splice enh	Tau fibril ThT	RECQ1 inh	KDM4E inh	KinaseGlo FLuc	L3MBTL1 inh	Lamin A splicing	ALDH1A1 block
# Results for CCCn1c(SCC(=O)NCC2CCCO2)nc2c1c(=O)n(C)c(=O)n2C (stereo not given) : 1.4%	-7.4%	?	-1.4%	-0.4%	5.8%	?	1.2%
# Results for Cc1ccc(-c2csc3ncnc(-n4cnc5ccccc54)c23)cc1 : ·	-6.8%	-5.3%	-0.7%	·	-10.8%	?	?
# Results for CCN1CC2=C(OC(N)=C(C#N)C2c2cccs2)/C(=C/c2cccs2)C1 (stereo not given) : 2.0%	15.8µM*	-13.8%	14.1µM*	-2.5%	-17.5%	10.5%	17.8µM*
# Results for COc1cccc2c(=O)c3c(cnn3C)n(C)c12 : -1.5%	-12.9%	-10.0%	?	-3.2%	4.9%	-4.5%	?

# This is a subset; rates above refer to the full screens.
